Screens as filed in PubChem BioAssay.
HTR5A inv ctr – HTR5A inverse agonists in luminescence cell assay, primary screen, counter-screen for OPRM1-OPRD1 heterodimer inverse agonist project, full-deck HTS; 5-hydroxytryptamine receptor 5A (Homo sapiens), P47898; HTR5A cell line, inverse agonism; inhibition, % at 9.3 µM; 340,000 tested, 0.083% active; in the data active = inhibition mostly above about 23%, no sharp cut-off; inactive = mostly below about 18%;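 note: 0% = cells with DMSO and 100% = no-cell wells with DMSO; some compounds called inactive have numbers as strong as hits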
Target sequence (P47898 whole entry, looked up): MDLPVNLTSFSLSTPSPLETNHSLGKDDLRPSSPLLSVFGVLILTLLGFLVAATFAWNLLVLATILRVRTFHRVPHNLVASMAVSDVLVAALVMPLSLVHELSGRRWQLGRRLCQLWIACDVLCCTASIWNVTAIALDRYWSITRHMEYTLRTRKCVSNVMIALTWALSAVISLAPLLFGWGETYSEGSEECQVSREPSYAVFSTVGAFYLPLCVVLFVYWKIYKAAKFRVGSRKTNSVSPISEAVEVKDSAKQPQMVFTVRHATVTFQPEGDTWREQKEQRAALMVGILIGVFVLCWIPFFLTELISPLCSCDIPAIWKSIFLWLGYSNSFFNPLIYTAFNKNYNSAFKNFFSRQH
OPRM1-OPRD1 inv – inverse agonists of MOR-DOR heterodimerization, primary screen, cell-based, luminescence; Mu-type opioid receptor (Homo sapiens) + Delta-type opioid receptor (Homo sapiens), …; cell-based MOR-DOR heterodimer luminescence, inverse agonism; inhibition, % at 9.3 µM; 340,000 tested, 0.21% active; AID 504357, 2011; in the data active = inhibition above about 22%, passing the limit was not always enough;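 note: 0% = cells with DMSO and 100% = wells without cells with DMSO; values of inactives mirror those of a sister screen read the other way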
Keap1 Nrf2 FP – Keap1-Nrf2 protein-protein interaction inhibitors, primary screen, biochemical, fluorescence polarization, single point | Kelch-like ECH-associated protein 1 (Homo sapiens), Q14145 | Keap1 Kelch-Nrf2 peptide fluorescence polarization, 1536-well | inhibition, % at 9.4 µM | 340,000 tested, 0.15% active | AID 504523, 2011; in the data active = inhibition above about 12%;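 note: human Keap1 Kelch domain with fluorescein labeled Nrf2 9mer peptide probe; 0% = neutral control wells and 100% = peptide positive control; higher means more block of Keap1 binding to Nrf2 peptide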
Target sequence (Q14145 whole entry, looked up, the tested form may be a part): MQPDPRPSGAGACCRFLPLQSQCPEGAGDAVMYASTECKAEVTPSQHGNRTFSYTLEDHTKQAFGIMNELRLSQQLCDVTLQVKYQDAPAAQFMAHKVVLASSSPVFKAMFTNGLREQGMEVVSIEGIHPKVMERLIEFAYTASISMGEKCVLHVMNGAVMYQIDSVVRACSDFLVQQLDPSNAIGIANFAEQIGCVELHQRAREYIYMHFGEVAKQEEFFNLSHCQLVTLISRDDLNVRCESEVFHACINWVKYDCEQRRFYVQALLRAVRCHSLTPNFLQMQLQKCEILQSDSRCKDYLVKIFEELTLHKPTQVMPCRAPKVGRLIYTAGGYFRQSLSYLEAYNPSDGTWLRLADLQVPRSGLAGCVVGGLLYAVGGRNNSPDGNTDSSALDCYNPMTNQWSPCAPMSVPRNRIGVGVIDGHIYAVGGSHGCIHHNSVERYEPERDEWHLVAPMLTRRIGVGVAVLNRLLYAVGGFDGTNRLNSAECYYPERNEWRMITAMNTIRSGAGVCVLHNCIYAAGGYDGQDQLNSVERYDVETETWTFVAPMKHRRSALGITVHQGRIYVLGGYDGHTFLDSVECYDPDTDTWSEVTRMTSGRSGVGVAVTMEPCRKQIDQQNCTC
V-ATPase pHluor – regulators of yeast V-ATPase proton pumping, primary screen, pHLuorin cytosolic pH fluorescence. S. cerevisiae. response, % at 10 µM. 350,000 tested, 0.37% active. AID 504577, 2011; in the data active = response mostly above about 7.3%, no sharp cut-off; inactive = mostly below about 5.4%; note: actives read high; inactives centre near 0; some compounds called inactive have numbers as strong as hits; reference of the scale not given here
cardiac RTF act – cardiac RTF calcium sensitivity activators, primary screen, biochemical, IANBD-TnC fluorescence, EC20 calcium | 340,000 tested, 0.24% active | AID 493008, 2010 | activation, % at 7.2 µM | Troponin I, cardiac muscle (Homo sapiens) + Troponin T, cardiac muscle (Homo sapiens) + … | IANBD-labeled TnC RTF fluorescence at EC20 calcium; 0% EC20 calcium, 100% full calcium;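 active = activation above the mean over all tested compounds plus 3 SD, cut at about 30% in these data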;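 note: rise in fluorescence read as greater calcium sensitivity of cardiac thin filaments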
CAL PDZ FP – untagged CAL PDZ binding inhibitors, primary screen, biochemical, fluorescence polarization, HTS; inhibition, % at 24.9 µM; Golgi-associated PDZ and coiled-coil motif-containing protein (Homo sapiens), Q9HD26; purified CAL PDZ, TMR-peptide fluorescence polarization, 1 h; 300,000 tested, 0.92% active;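 active = mean inhibition of at least 30% with at least half of replicates also reaching 30%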;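 note: 0% = DMSO neutral control and 100% = excess unlabeled competitor peptide PRC23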
RTF Ca sens inh – cardiac RTF calcium sensitivity inhibitors, primary screen, biochemical, IANBD-TnC fluorescence, EC70 calcium; Troponin I, cardiac muscle (Homo sapiens) + Troponin T, cardiac muscle (Homo sapiens) + …; IANBD-labeled cardiac RTF, Ca2+ fluorescence; inhibition, % at 7.15 µM; 340,000 tested, 0.12% active; AID 493244, 2011;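 active = inhibition above the mean inhibition of all tested compounds plus 3 SD, cut at about 17% in these data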;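 note: assay run at fixed EC70 calcium of 1.6 mM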
HTR5A ag – HTR5A agonists in luminescence cell assay, primary screen, counter-screen for OPRM1-OPRD1 heterodimer agonist project, full-deck HTS. 5-hydroxytryptamine receptor 5A (Homo sapiens), P47898. AID 504692, 2011. activation, % at 9.3 µM. 340,000 tested, 0.61% active. cell-based; in the data active = activation mostly above about 9.5%, no sharp cut-off; inactive = mostly below about 7.6%;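 note: 0% = cells with vehicle only and 100% = reference agonist; strong numbers were not always called active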
MOR-DOR ag – agonists of OPRM1-OPRD1 heterodimerization, primary screen, cell-based, luminescence | Mu-type opioid receptor (Homo sapiens) + Delta-type opioid receptor (Homo sapiens), … | cells | activation, % at 9.3 µM | 340,000 tested, 0.3% active; in the data active = activation above about 18%;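 note: 0% = vehicle-treated cells and 100% = reference agonist; values of inactives mirror those of a sister screen read the other way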
LANA DNA inh – inhibitors of KSHV C-LANA binding to DNA, primary screen, biochemical, fluorescence polarization, FAM-LBS DNA, MBP-C-LANA, single point; inhibition, % at 9 µM; Kaposi's sarcoma herpesvirus LANA C-terminal domain (residues 932-1162) DNA binding; 340,000 tested, 0.078% active;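 active = highest replicate inhibition at or above 60% at 9 µM, even if other replicates fall short; inactive = all replicates below 60% inhibition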;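 note: 0% = neutral control wells and 100% = 4 µM acridine orange control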
* hit, by the source's call.

Screening Cc1cccc(NC(=O)C(C)Sc2nc3ccccc3c(=O)n2CCCN2CCOCC2)c1 (configuration not stated) returned HTR5A inv ctr -1, OPRM1-OPRD1 inv 15, Keap1 Nrf2 FP -5, V-ATPase pHluor 0, cardiac RTF act -4, CAL PDZ FP -1, RTF Ca sens inh 2, HTR5A ag 0, MOR-DOR ag -3.8 and LANA DNA inh 0.8.
`Cc1cccc(C2CC(c3ccc(Br)cc3)Nc3nc(N)nn32)c1` (configuration not stated) gave HTR5A inv ctr 2, OPRM1-OPRD1 inv 11, Keap1 Nrf2 FP -2, V-ATPase pHluor -1, cardiac RTF act -2, CAL PDZ FP -1, RTF Ca sens inh -2, HTR5A ag -1, MOR-DOR ag -2.2 and LANA DNA inh 3.8.
COc1ccc(Br)cc1CN(C)C(=O)C1=CC=CN2CCS(=O)(=O)N=C12 was read as HTR5A inv ctr 2, OPRM1-OPRD1 inv 10, Keap1 Nrf2 FP -1, V-ATPase pHluor 1, cardiac RTF act 2, CAL PDZ FP 14, RTF Ca sens inh 1, HTR5A ag -1, MOR-DOR ag -2.1 and LANA DNA inh 1.0.
For COc1ccccc1NC(=O)CSc1ncc(CO)n1Cc1ccc(F)cc1 the results were HTR5A inv ctr -5, OPRM1-OPRD1 inv 16, Keap1 Nrf2 FP 0, V-ATPase pHluor -3, cardiac RTF act -7, CAL PDZ FP -5, RTF Ca sens inh -1, HTR5A ag 0, MOR-DOR ag -2.9 and LANA DNA inh 0.1.
Screening O=C(Cc1ccccc1)Nc1ccccc1C(=O)NCC1CCCO1 (configuration not stated) returned HTR5A inv ctr -9, OPRM1-OPRD1 inv 13, Keap1 Nrf2 FP -1, V-ATPase pHluor -3, cardiac RTF act -6, CAL PDZ FP -3, RTF Ca sens inh -5, HTR5A ag 2, MOR-DOR ag -2.5 and LANA DNA inh 0.6.
Cn1nc([N+](=O)[O-])nc1Sc1ccc(Cl)cc1 was read as HTR5A inv ctr 31, OPRM1-OPRD1 inv -8, Keap1 Nrf2 FP -5, V-ATPase pHluor -4, cardiac RTF act 3, CAL PDZ FP -6, RTF Ca sens inh -10, HTR5A ag 3, MOR-DOR ag 1.6 and LANA DNA inh 2.3.
For COc1ccccc1NC(=O)Nc1nc(CC(=O)Nc2ccc(OC)c(OC)c2)cs1 the results were HTR5A inv ctr -30, OPRM1-OPRD1 inv 1, Keap1 Nrf2 FP -6, V-ATPase pHluor -1, cardiac RTF act -14, CAL PDZ FP -2, RTF Ca sens inh 1, HTR5A ag 2, MOR-DOR ag -0.3 and LANA DNA inh 0.8.
COc1ccc(S(=O)(=O)N(C)c2ccc(OC(=O)C(C)Oc3ccc(F)cc3)cc2)cc1 (configuration not stated) was read as HTR5A inv ctr -14, OPRM1-OPRD1 inv 13, Keap1 Nrf2 FP -2, V-ATPase pHluor 2, cardiac RTF act -1, CAL PDZ FP -2, RTF Ca sens inh -15, HTR5A ag 6, MOR-DOR ag -2.6 and LANA DNA inh -1.9.
For CN(C)c1ccc(S(=O)(=O)N(C)C)cc1NC(=O)Cc1cccc2ccccc12 the results were HTR5A inv ctr -15, OPRM1-OPRD1 inv 1, Keap1 Nrf2 FP 1, V-ATPase pHluor -2, cardiac RTF act -3, CAL PDZ FP 4, RTF Ca sens inh 2, HTR5A ag -2, MOR-DOR ag -0.1 and LANA DNA inh 0.4.
CCCCNC(=O)Cn1c(=O)c2c(ncn2CC)n(Cc2ccccc2)c1=O was read as HTR5A inv ctr -7, OPRM1-OPRD1 inv 10, Keap1 Nrf2 FP 2, V-ATPase pHluor 4, cardiac RTF act 0, CAL PDZ FP 0, RTF Ca sens inh 3, HTR5A ag 2, MOR-DOR ag -2.0 and LANA DNA inh 1.7.
For CCC(=O)Nc1cc2[nH]c(=O)cc(C)c2cc1C the results were HTR5A inv ctr 2, OPRM1-OPRD1 inv 4, Keap1 Nrf2 FP -1, V-ATPase pHluor 1, cardiac RTF act 0, CAL PDZ FP 9, RTF Ca sens inh 1, HTR5A ag 10, MOR-DOR ag -0.8 and LANA DNA inh 0.5.
S=C(Nc1ccccc1)N1CCN(C2CCCCC2)CC1 was read as HTR5A inv ctr -2, OPRM1-OPRD1 inv 0, Keap1 Nrf2 FP 0, V-ATPase pHluor -7, cardiac RTF act -9, RTF Ca sens inh 0, HTR5A ag 0, MOR-DOR ag -0.1 and LANA DNA inh -0.4.
`COc1ccc2c(c1)c(C)cc[n+]2Cc1ccccc1` gave HTR5A inv ctr -7, OPRM1-OPRD1 inv -9, Keap1 Nrf2 FP -2, V-ATPase pHluor -5, cardiac RTF act -1, RTF Ca sens inh 0, HTR5A ag 3, MOR-DOR ag 1.8 and LANA DNA inh -1.3.
COc1ccc(C(=O)N/N=C/c2sc(N3CCOCC3)nc2-c2ccccc2)cc1OC was read as HTR5A inv ctr -2, OPRM1-OPRD1 inv -1, Keap1 Nrf2 FP -4, V-ATPase pHluor 6, cardiac RTF act 5, CAL PDZ FP -1, RTF Ca sens inh -10, HTR5A ag 1, MOR-DOR ag 0.2 and LANA DNA inh 2.1.
Screening CCOc1ccc(NC(=O)NCCCN2CCCC2)cc1 returned HTR5A inv ctr -8, OPRM1-OPRD1 inv 4, Keap1 Nrf2 FP -4, V-ATPase pHluor 1, cardiac RTF act -8, CAL PDZ FP 0, RTF Ca sens inh 7, HTR5A ag -2, MOR-DOR ag -0.8 and LANA DNA inh -0.1.
Screening Cc1ccnc(NS(=O)(=O)c2ccc(NC(=O)CCc3ccccc3)cc2)n1 returned HTR5A inv ctr -22, OPRM1-OPRD1 inv 4, Keap1 Nrf2 FP -5, V-ATPase pHluor 7, cardiac RTF act -2, CAL PDZ FP 1, RTF Ca sens inh 1, HTR5A ag 1, MOR-DOR ag -0.8 and LANA DNA inh -0.8.
For Nc1nc(CN2CCN(c3cccc(Cl)c3)CC2)nc(N2CCCc3ccccc32)n1 the results were HTR5A inv ctr -2, OPRM1-OPRD1 inv -22, Keap1 Nrf2 FP -7, V-ATPase pHluor 5, cardiac RTF act 3, CAL PDZ FP -2, RTF Ca sens inh -4, HTR5A ag 1, MOR-DOR ag 3.8 and LANA DNA inh -3.1.
Screening CCCCCC1=C(C(=O)OC)C(C(=O)OCC)N(S(=O)(=O)C(F)(F)F)c2ccccc21 (configuration not stated) returned HTR5A inv ctr -11, OPRM1-OPRD1 inv -1, Keap1 Nrf2 FP -3, V-ATPase pHluor -1, cardiac RTF act -1, CAL PDZ FP -2, RTF Ca sens inh -4, HTR5A ag 3, MOR-DOR ag 0.3 and LANA DNA inh 1.4.
`O=C(Nc1ccccc1)c1ccc2snnc2c1` gave HTR5A inv ctr 4, OPRM1-OPRD1 inv 0, Keap1 Nrf2 FP -4, V-ATPase pHluor 1, cardiac RTF act -7, CAL PDZ FP 78*, RTF Ca sens inh -13, HTR5A ag -1, MOR-DOR ag 0.0 and LANA DNA inh 0.8.
`COc1ccc(C(C)(C)C)cc1NC(=O)CCCN1C(=O)CN(C)C1=O` gave HTR5A inv ctr -16, OPRM1-OPRD1 inv 11, Keap1 Nrf2 FP 1, V-ATPase pHluor 1, cardiac RTF act 0, CAL PDZ FP -4, RTF Ca sens inh 11, HTR5A ag 0, MOR-DOR ag -2.2 and LANA DNA inh -1.3.
Screening CN(C)S(=O)(=O)c1cccc(NC(=O)CN2C(=O)C3C4C=CC(C4)C3C2=O)c1 (configuration not stated) returned HTR5A inv ctr -10, OPRM1-OPRD1 inv 8, Keap1 Nrf2 FP -1, V-ATPase pHluor -4, cardiac RTF act 0, CAL PDZ FP -3, RTF Ca sens inh -3, HTR5A ag 4, MOR-DOR ag -1.5 and LANA DNA inh 0.2.
Cc1ccc(-c2ccc(/C=N/NC(N)=S)o2)cc1 was read as HTR5A inv ctr -27, OPRM1-OPRD1 inv 11, Keap1 Nrf2 FP 0, V-ATPase pHluor 3, cardiac RTF act -3, CAL PDZ FP 2, RTF Ca sens inh -8, HTR5A ag 7, MOR-DOR ag -2.2 and LANA DNA inh 0.4.
`Cc1ccccc1N(CC(=O)N1CCc2ccccc2C1)S(C)(=O)=O` gave HTR5A inv ctr 8, OPRM1-OPRD1 inv 10, Keap1 Nrf2 FP -1, V-ATPase pHluor -1, cardiac RTF act 3, RTF Ca sens inh -4, HTR5A ag 4, MOR-DOR ag -2.0 and LANA DNA inh 0.4.
Cc1ccc(NC(=S)Nc2cccc3cnccc23)cc1 was read as HTR5A inv ctr -8, OPRM1-OPRD1 inv -20, Keap1 Nrf2 FP -2, V-ATPase pHluor 0, cardiac RTF act 4, CAL PDZ FP -6, RTF Ca sens inh -3, HTR5A ag 3, MOR-DOR ag 3.6 and LANA DNA inh -0.6.
Screening Cn1ccs/c1=N\C(=O)Nc1cccc(Cl)c1 returned HTR5A inv ctr 18, OPRM1-OPRD1 inv 12, Keap1 Nrf2 FP -5, V-ATPase pHluor 1, cardiac RTF act 2, CAL PDZ FP -3, RTF Ca sens inh -5, HTR5A ag -2, MOR-DOR ag -2.5 and LANA DNA inh 0.8.
`O=C(OCc1ccccc1)N1C=CC2CC1c1c(Cl)cccc12` (configuration not stated) gave HTR5A inv ctr -15, OPRM1-OPRD1 inv -17, Keap1 Nrf2 FP -5, V-ATPase pHluor -1, cardiac RTF act -7, CAL PDZ FP -1, RTF Ca sens inh -5, HTR5A ag 4, MOR-DOR ag 3.7 and LANA DNA inh 0.9.
For Cc1ccc2c(c1)C=CC(C)(C)S2(=O)=O the results were HTR5A inv ctr -4, OPRM1-OPRD1 inv 11, Keap1 Nrf2 FP 0, V-ATPase pHluor 2, cardiac RTF act -4, CAL PDZ FP -2, RTF Ca sens inh -1, HTR5A ag 5, MOR-DOR ag -2.2 and LANA DNA inh -0.8.
Screening O=c1c(-c2ccc(F)cc2)[n+]([O-])c2ccccc2n1OCc1ccccn1 returned HTR5A inv ctr -4, OPRM1-OPRD1 inv 18, Keap1 Nrf2 FP 0, V-ATPase pHluor 0, cardiac RTF act -4, CAL PDZ FP 0, RTF Ca sens inh 1, HTR5A ag 2, MOR-DOR ag -3.5 and LANA DNA inh -0.9.
Screening Cc1ccc(NC(=O)CCn2nc(C)cc2C)cc1 returned HTR5A inv ctr -16, OPRM1-OPRD1 inv -13, Keap1 Nrf2 FP -4, V-ATPase pHluor 1, cardiac RTF act 13, CAL PDZ FP 0, RTF Ca sens inh 0, HTR5A ag 0, MOR-DOR ag 2.4 and LANA DNA inh -1.4.
